# Screening data as filed in PubChem BioAssay.
# ST2 IL33 inh: inhibitors of human ST2 (IL1RL1) binding to IL-33, primary screen, biochemical, AlphaLISA; Interleukin-1 receptor-like 1 (Homo sapiens), Q01638; AlphaLISA ST2-Fc/biotin-IL-33 interaction, 1 h; inhibition, % for hits at 17 µM; 78,000 tested, 2.3% active; AID 1259354, 2018; in the data active = inhibition above about 30%; inconclusive = mostly about 10% to 28%
# Target sequence (Q01638 whole entry, looked up): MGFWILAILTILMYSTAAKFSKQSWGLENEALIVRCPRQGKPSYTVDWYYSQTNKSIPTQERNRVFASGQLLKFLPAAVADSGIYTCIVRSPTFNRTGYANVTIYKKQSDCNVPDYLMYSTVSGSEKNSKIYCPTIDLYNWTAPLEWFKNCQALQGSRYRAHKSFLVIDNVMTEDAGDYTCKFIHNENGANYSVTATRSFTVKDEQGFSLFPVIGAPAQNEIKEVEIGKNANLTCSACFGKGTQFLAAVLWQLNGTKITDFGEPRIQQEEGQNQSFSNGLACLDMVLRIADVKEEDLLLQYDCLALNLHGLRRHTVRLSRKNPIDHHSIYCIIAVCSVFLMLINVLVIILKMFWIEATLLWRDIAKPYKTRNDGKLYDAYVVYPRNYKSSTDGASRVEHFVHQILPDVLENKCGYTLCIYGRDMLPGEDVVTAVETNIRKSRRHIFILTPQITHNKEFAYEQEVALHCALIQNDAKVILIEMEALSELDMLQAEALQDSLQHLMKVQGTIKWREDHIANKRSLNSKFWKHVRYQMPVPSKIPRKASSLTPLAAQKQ
# * hit, by the source's call; i = inactive; u = inconclusive. Some of the compounds tested, so the mix of outcomes need not match the whole.
SMILES,ST2 IL33 inh
COc1cc(/C=C2/NC(=O)NC2=O)c(Br)c(Br)c1O,i
O=C(CC1Sc2ccccc2NC1=O)Nc1ccccc1 (stereo unspecified),i
Cc1cccc(C(=O)Nc2ncc([N+](=O)[O-])s2)c1,u
Cc1nnc([C@H]2CCN(C(=O)C3CC3)C2)o1,i
Cc1ccc(N2C(=O)CC(Sc3nnc(N)s3)C2=O)cc1 (stereo unspecified),i
CCOC(=O)c1c(C)oc2ccc(OCc3cccc(Cl)c3)cc12,i
O=C(O)CSc1nnc(-c2ccco2)n1-c1ccccc1C(F)(F)F,i
CN(Cc1ccccc1)S(=O)(=O)c1ccc2c(c1)CCN2C(=O)C1CCC1,u
COc1cc2c(cc1OC)C(C)=NC1(CCCCC1)C2,i
CC(C)C(=O)NC(Nc1ccccc1)C(Cl)(Cl)Cl (stereo unspecified),i
O=C1C(=O)N(CCc2ccccc2)C(c2ccc3c(c2)OCO3)C1=C(O)c1ccccc1 (stereo unspecified),i
O=c1oc2ccccc2cc1C1=Nn2c(nnc2-c2cccc(F)c2)SC1,i
COCCN1CCCC2(CCN(Cc3cc4ccccc4o3)C2)C1=O (stereo unspecified),i
O=C(c1cccc2ccccc12)N1CCN=C1SCc1cccnc1,i
Clc1ccc(-c2ncc(-c3ccccc3)o2)cc1,i

# Reformatted with each value named: four of the compounds above
> Cc1cccc(C(=O)Nc2ncc([N+](=O)[O-])s2)c1
  ST2 IL33 inh = u

> Cc1nnc([C@H]2CCN(C(=O)C3CC3)C2)o1
  ST2 IL33 inh = i

> Cc1ccc(N2C(=O)CC(Sc3nnc(N)s3)C2=O)cc1 (stereo unspecified)
  ST2 IL33 inh = i

> CCOC(=O)c1c(C)oc2ccc(OCc3cccc(Cl)c3)cc12
  ST2 IL33 inh = i

# Other compounds:
SMILES,ST2 IL33 inh
Cc1ccccc1-c1nc(COc2ccccc2OCC(N)=O)c(C)o1,u
CN(C)CC1(O)CCCN(C(=O)COc2cccc(F)c2)CC1 (stereo unspecified),i
COc1ccc2nc3sc(C(=O)Nc4ccc(F)cc4)cc3cc2c1,u
N#CC1=C(N)Oc2n[nH]c(C(F)(F)F)c2C1c1ccccc1Cl (stereo unspecified),u
CCCCNC(=O)C1c2cc(OC)c(OC)cc2C(=O)N(C)C1c1ccc(OC)cc1 (stereo unspecified),i
CC(=O)c1ccc(NC(=O)CN2CCCN(Cc3ccc(C)cc3)S2(=O)=O)cc1,i
Cc1cc(N2CCOCC2)nc(N2CCN(S(=O)(=O)c3ccc(F)cc3)CC2)n1,i
O=[N+]([O-])c1cc(CN2CCc3ccccc3C2)ccc1O,i
CCCn1ncc(C(=O)N2CCn3nc(C(=O)NC4CC4)cc3C2)c1C,i
O=[N+]([O-])c1cccc(CN2CCCCCC2)c1,i
CC1=CC(=O)C=C(C)C1=NOS(=O)(=O)c1ccc(Cl)cc1,u
O=C(/C=C/c1ccc(Cl)cc1)Nc1cc2cccc([N+](=O)[O-])c2oc1=O,u
Cc1cc(C)c(S(=O)(=O)Nc2ccccc2C)c(C)c1,i
CNC(=O)c1ccc(C(=O)c2cc(OC)ccc2OC)cc1,u
O=C(NCCN1CCCC(c2ccccc2)C1)C1CCOCC1 (stereo unspecified),u
CC(=O)N1CCc2cc(Br)cc(S(=O)(=O)CCC(=O)N3CCOCC3)c21,i
CC1(c2ccc(Cl)cc2)CC(C)(C)N(C(=O)c2cccnc2)c2ccccc21 (stereo unspecified),u
Cc1cc(=O)[nH]c(CCNC(=O)[C@@H](O)c2ccccc2)n1,u
COC(=O)c1ccc(NC(=O)c2ccc(NC(=O)C3CCCO3)cc2)cc1 (stereo unspecified),u
O=c1oc(-c2cc([N+](=O)[O-])ccc2Cl)nc2ccc(I)cc12,i
CN(C)C(=O)c1ccc(-c2ccccc2-c2ccccc2)nc1,u
CC12CC(NC(=O)N1c1ccc(Br)cc1)c1ccccc1O2 (stereo unspecified),i
CC(=O)Nc1ccc(CN2CC[C@H](c3nc4ccccc4[nH]3)C2)cc1,u
Nc1c(C(=O)Nc2ccc(F)c(F)c2)nnn1Cc1ccc(F)cc1,i
OCCc1cn(CC2CCN(Cc3ccoc3)CC2)nn1,i
Cc1ccc(NC(=O)CN2CCCC(N3CCCC3=O)C2)cc1F (stereo unspecified),u
Cc1ccc(Br)c(N2C(=O)Nc3ccccc3N2O)c1,i
CCOC(=O)C1(C/C=C/c2ccccc2)CCCN(C(=O)c2sc(C)nc2C)C1 (stereo unspecified),u
Cc1c(Cl)c([N+](=O)[O-])nn1CCCC(=O)Nc1cc(Cl)ccc1O,u
Cc1oc2c(C)c(O)ccc2c(=O)c1-c1ccccc1,i
CC(C)c1ccc(N(C(=O)c2cccc(Br)c2)C2C=CS(=O)(=O)C2)cc1 (stereo unspecified),i
O=C(NCc1cccs1)c1cc2nc(-c3ccco3)cc(C(F)(F)Cl)n2n1,u
COc1ccc(NC(=O)CSC2=Nc3ccccc3C3=NC(C(C)C)C(=O)N23)c(OC)c1 (stereo unspecified),i
N#Cc1nc(COc2ccccc2Cl)oc1NCCCn1ccnc1,45%*
CCC(NC(=O)c1cc(CN2CCOCC2)on1)c1ccnn1C (stereo unspecified),i
O=C(Nc1ccc(Cl)c(Cl)c1)N1CCN(Cc2ccc3c(c2)OCO3)CC1,u
Cc1ccc(Nc2c(-c3ccsc3)nc3cnccn23)cc1,i
CC(CO)(CO)NC(=O)CCSc1ccc2c(c1)OCCO2,i
CCOc1ccc(N(CC(=O)Nc2ccc(Br)c(C)c2)S(C)(=O)=O)cc1,i
COc1ccc(OCC(=O)NCc2ccco2)cc1,i
Cc1ccc(N2CC(NC(=O)c3cccc(Br)c3)CC2=O)cc1 (stereo unspecified),i
COC(C(=O)NCc1c(C)ncc2c1CCN(C(=O)/C=C/c1cccc(F)c1)C2)c1ccccc1 (stereo unspecified),i
Cc1nc2ccccc2n1C(=O)c1ccc(Cl)cc1[N+](=O)[O-],i
Cc1ccc(OC2(C(=O)NCCCC3CCOC3)CCNCC2)cc1 (stereo unspecified),i
O=C(Cc1ccccc1)Nc1ccc2n(c1=O)C[C@H]1C[C@@H]2CN(S(=O)(=O)c2ccc(Cl)cc2)C1,i

# By substructure, the entries above with a thiophene ring, fused or not
SMILES,ST2 IL33 inh
COc1ccc2nc3sc(C(=O)Nc4ccc(F)cc4)cc3cc2c1,u
O=C(NCc1cccs1)c1cc2nc(-c3ccco3)cc(C(F)(F)Cl)n2n1,u
Cc1ccc(Nc2c(-c3ccsc3)nc3cnccn23)cc1,i

# (listing goes on)
SMILES,ST2 IL33 inh
Cc1ccc(NS(=O)(=O)c2cccc3cccnc23)cc1Cl,u
O=[N+]([O-])c1c(Cl)ncnc1NCc1ccccc1,i
CC(=O)Cc1nsc(NC(=O)c2ccc(C)cc2)n1,i
CN(Cc1ccccc1)C(=O)C[C@@H]1O[C@H](CNC(=O)N2CCOCC2)[C@@H](O)[C@H]1O,i
CN(Cc1cn[nH]c1-c1ccc(F)cc1)C(=O)c1ccc2cc[nH]c2c1,i
COc1cccc(NC(=O)N[C@H]2CCN(C(=O)C=C(C)C)[C@@H]2C(=O)N[C@H](Cc2ccccc2)C(N)=O)c1,i
Cc1ccccc1-c1cccc(C(=O)N2CCOC3(CNCCOC3)C2)c1 (stereo unspecified),i
Cc1ccc(NC(=O)C(NS(=O)(=O)c2cccs2)C(C)C)cc1F (stereo unspecified),i
COC(C)(C)c1cc(-c2ccc([N+](=O)[O-])cc2)nc(N)n1,u
C=CCN1C(=O)c2ccccc2Sc2ccc(C(=O)NC3CCCC3)cc21,u
CCCC(=O)N1c2ccccc2-c2nnc(SC)nc2OC1c1ccccn1 (stereo unspecified),i
CCNC(=O)c1ccc(-c2cccc(C(=O)O)c2)nc1,u
O=C(CN1CCN(Cc2ccccc2)C1=O)NCCCN1CCOCC1,i
CCOc1cc(N2CCCC2)ccc1[N+](=O)[O-],i
Cc1ccccc1OCC(=O)Nc1ccc(N2CCOCC2)c(Cl)c1,u
CCOC(=O)C1=C(C)Nc2nc(SC)[nH]c(=O)c2C1c1cccc(F)c1 (stereo unspecified),i
Cc1ccc(Nc2nc(N)nc(CSc3nc4ccccc4[nH]3)n2)cc1,u
COc1ccc(N2CCN(C(c3cccs3)C(C)NS(C)(=O)=O)CC2)cc1 (stereo unspecified),u
Cc1nccn1CCC1CCCCN1C(=O)NC1CCCCC1 (stereo unspecified),u
COc1ccc2c(c1)CC(NCc1noc(-c3ccco3)n1)CC2 (stereo unspecified),i
COc1cc2c(C(=O)NC3CCCCCC3)cn(C)c(=O)c2cc1OC,i
O=C(Nc1nc2ccc(C(=O)N3CCCCC3)cc2s1)c1cccs1,i
COc1ccc(-c2ccc3c(c2)C(=O)N2CC[C@H](NC(=O)c4cccs4)[C@H]2C(=O)N3)cc1,i
Cc1cc(Br)ccc1OCC(=O)Nc1ccc2c(c1)OCCO2,i
CN1CCc2[nH]c3c(Cl)cccc3c2C1,i
CCC1=NN(C(=O)COc2ccccc2C)C(O)(C(F)(F)F)C1 (stereo unspecified),i
CC(Cc1cn(CCn2[nH]c(=O)ccc2=O)nn1)c1ccccc1 (stereo unspecified),i
Cc1cc2ncn(S(=O)(=O)c3ccc(Br)cc3)c2cc1C,u
COc1ccc(NS(=O)(=O)c2cc(Br)cc3c2N(C(C)=O)C(C)C3)c(OC)c1 (stereo unspecified),i
CC1=C(C(=O)Nc2cccnc2)C(c2ccccn2)n2nc(-c3ccccc3)nc2N1 (stereo unspecified),i

# Arranged by length of the SMILES (smallest number first): part of the list above.
SMILES,ST2 IL33 inh
O=C(c1cccc2ccccc12)N1CCN=C1SCc1cccnc1,i
COC(C)(C)c1cc(-c2ccc([N+](=O)[O-])cc2)nc(N)n1,u
CCOc1ccc(N(CC(=O)Nc2ccc(Br)c(C)c2)S(C)(=O)=O)cc1,i

# A run of entries from further up, as a working copy:
SMILES,ST2 IL33 inh
Cc1ccccc1-c1nc(COc2ccccc2OCC(N)=O)c(C)o1,u
CN(C)CC1(O)CCCN(C(=O)COc2cccc(F)c2)CC1 (stereo unspecified),i
COc1ccc2nc3sc(C(=O)Nc4ccc(F)cc4)cc3cc2c1,u
N#CC1=C(N)Oc2n[nH]c(C(F)(F)F)c2C1c1ccccc1Cl (stereo unspecified),u
CCCCNC(=O)C1c2cc(OC)c(OC)cc2C(=O)N(C)C1c1ccc(OC)cc1 (stereo unspecified),i
CC(=O)c1ccc(NC(=O)CN2CCCN(Cc3ccc(C)cc3)S2(=O)=O)cc1,i
Cc1cc(N2CCOCC2)nc(N2CCN(S(=O)(=O)c3ccc(F)cc3)CC2)n1,i

# Continued:
SMILES,ST2 IL33 inh
CCCCCCCCC#CCCCC(=O)O,i
Cc1nc2nc(C)c(NC(=O)Nc3cc(Cl)ccc3C)c(=O)n2[nH]1,i
Cc1occc1C(=O)NC1CCCc2nc(N3CCC(CO)CC3)ncc21 (stereo unspecified),i
COC(=O)c1cc(O)c(C(=O)c2c(O)cccc2C(=O)O)c(O)c1,i
N#CC1=C(N)S[C@@H](C(=O)c2ccc(F)cc2)[C@@H]1c1ccc(F)cc1,u
C=C(C)Cn1c(C(C)NC(=O)CCC)nc2ccccc21 (stereo unspecified),i
O=C(c1ccccc1)N1CCOCC1,i
Cn1c(=O)[nH]c(=O)c2c1nc(CN(Cc1ccccc1)Cc1ccccc1)n2CC(N)=O,i
COCCCN1C(=O)N(Cc2ccccn2)C(=O)C12CCN(Cc1cn(C)c3ccccc13)CC2,u
CCOC(=O)N1CCC(NCc2csc(-c3cnccn3)n2)CC1,i
COc1ccc(CCC(=O)NC2CC(=O)N(c3cccc(OC)c3)C2)cc1 (stereo unspecified),i
Cc1ccc(-c2cc(C(F)F)nc(NCc3cccs3)n2)cc1,i
O=C(O)C(Cc1ccccc1)NC(=O)C1CCCN1 (stereo unspecified),u
O=C(NCCCn1ccnc1)c1cc(-c2ccc(Cl)cc2)on1,i
CC1=NN(c2cccc(Cl)c2)C(=O)/C1=C\c1ccc(-c2ccc(C(=O)O)c(Cl)c2)o1,i
O=C(c1cc2ccccn2n1)N1CCN(c2ccc(F)cc2)CC1,i
CCN(C(=O)c1cc(-c2ccccc2)n[nH]1)C1CCS(=O)(=O)C1 (stereo unspecified),i
O=C1/C(=C/c2cccc(O)c2)Sc2ccccc21,u
CCCCOc1ccc(C(=O)Nc2c3c(nn2-c2cccc(C)c2C)CS(=O)C3)cc1 (stereo unspecified),i
CN(C)C(=O)c1ccc(-c2ccc(Cn3ccnc3)cc2)cc1,u
CN(CC1(CO)CCOCC1)C(=O)c1ccc(NC(=O)C2CCC2)cc1,i
COc1ccc(CN2CCc3[nH]cnc3C2C(C)C)cc1O (stereo unspecified),i
Cc1oc(-c2ccccc2Cl)nc1CSCC(=O)N1CCc2ccccc21,u
CCCOC(=O)COc1ccc2c(=O)c(-c3ccccc3OC)coc2c1,i
CCc1cc2c(=O)c(-c3cscn3)coc2cc1OC,i
O=C1Nc2cc(Cl)c(Cl)cc2N(O)N1c1ccc(Br)cc1F,i
O=C1c2ccccc2C(=O)N1CN(C(=O)c1ccccc1)c1ccc(Br)cc1,i
N#Cc1ccc(CN2CCCN(S(=O)(=O)c3ccc(Br)s3)CC2)cc1,i
COc1ccc(C2C=C(Nc3ccc(C)cc3)C(=O)N2c2ccc(C)cc2)c(OC)c1 (stereo unspecified),u
CN1[C@@H]2CC[C@H]1CC(OC(c1ccccc1)c1ccccc1)C2 (stereo partly specified),u
O=C(c1noc2c1CCc1ccccc1-2)N1CCCC1,i
COc1ccc(C(=O)Nc2c(F)c(F)c(F)c(F)c2F)c(OC)c1,i
O=C(CCc1c[nH]c2ccccc12)NCCc1n[nH]c2c1CCCC2,i
O=C(CS(=O)(=O)c1c[nH]c2ccccc12)NC1CCCCC1,i
CCc1nc(SCC(=O)N2CCc3c(nc(C)nc3N(C)C)C2)n[nH]1,i
CC(=O)N1CCc2c(nc(C)nc2N2CCC(O)(Cn3ccnc3)CC2)C1,i
CC1CCC(C(=O)NC(C(=O)O)C(C)C)CC1 (stereo unspecified),i
COc1c(Cl)cc(Cl)cc1C(=O)Nc1ccccc1N1CCOCC1,i
O=C1CCC(C(=O)N2CCC(Cn3cccn3)CC2)CN1CCCN1CCOCC1 (stereo unspecified),i
OC(COCc1ccc(Cl)cc1)CN1CCN(Cc2ccc3c(c2)OCO3)CC1 (stereo unspecified),u
COC(=O)C1Cc2c([nH]c3ccccc23)CN1 (stereo unspecified),u
CC1CCN(c2nc3nonc3nc2Nc2cccc(Br)c2)CC1,u
